Bioassay records as filed in PubChem.
Xi reactivation: reactivates the inactive X chromosome in mouse fibroblasts. XiGFP mouse fibroblasts, % GFP-positive cells imaging, 3 d; cells co-treated with 5-aza-dC sensitizer; scaled so ellipticine positive control = 100%. activation, % at 7.58 µM. actives 0.055% (n = 360,000). AID 743238;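 active = mean normalized replicate activation at least 10% and every replicate at or above 10%; inconclusive = only one of the two criteria met; inactive = mean below 10% and not all replicates reach 10%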;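 also: 0% = median of on-plate neutral control wells and 100% = ellipticine 6 µM median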
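Material: XiGFP fibroblasts, SV40-immortalized; Buffer or medium: DMEM containing 5-aza-dC; Compound dosing: single point; Times: 3 days compound exposure.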
DENV2 CPE: protects cells from dengue virus 2 cytopathic effect; actives 1.7% (n = 350,000); DENV2-infected cells, cytopathic effect rescue, plate reader; CPE inhibition, % at 9.99 µM; in the data active = CPE inhibition above about 20%, passing the limit was not always enough; inconclusive = no clear call, values can overlap the other calls; tested in BHK-21 cells;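 also: 0% = median of neutral control wells and 100% = median of positive control wells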
EWS-Fli inh: blocks EWS/Fli oncoprotein-driven transcription | A673 NR0B1-luciferase reporter, viability-normalised | actives 0.67% (n = 350,000) | inhibition, % at 12.6 µM | AID 651661;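 active = mean inhibition of at least 50% after viability correction, with every replicate also passing that limit; inconclusive = mean reaches 50% but only one of two replicates passes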;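 also: firefly luciferase signal divided by Alamar Blue viability fluorescence both relative to DMSO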
ARNT TACC3 PPI: disrupts binding between human ARNT and TACC3; AID 623870; Q9Y6A5; AlphaScreen His-ARNT PAS-B/GST-TACC3 binding, luminescence; TACC3 fragment carries E629A point mutation; actives 0.66% (n = 390,000); inhibition, % at 9.99 µM;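 active = mean inhibition of replicates at least 50% and at least half of replicates each reaching 50%; inconclusive = half or more replicates reach 50% but mean below 50%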;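 also: 0% = complete ARNT plus TACC3 wells and 100% = ARNT alone without TACC3; many hits fall short of the cut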
ERp5 inh: ERp5 (human) disulfide isomerase inhibition. actives 0.05% (n = 350,000). ERp5 insulin aggregation, absorbance 650 nm, 90 min. inhibition, % at 9.99 µM. AID 651711. Q15084;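 active = mean replicate inhibition above about 25%, with every replicate also reaching it, limit read from the data, passing the limit was not always enough; inconclusive = only one of those two criteria met; inactive = neither criterion met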
Target sequence (Q15084 whole entry, looked up): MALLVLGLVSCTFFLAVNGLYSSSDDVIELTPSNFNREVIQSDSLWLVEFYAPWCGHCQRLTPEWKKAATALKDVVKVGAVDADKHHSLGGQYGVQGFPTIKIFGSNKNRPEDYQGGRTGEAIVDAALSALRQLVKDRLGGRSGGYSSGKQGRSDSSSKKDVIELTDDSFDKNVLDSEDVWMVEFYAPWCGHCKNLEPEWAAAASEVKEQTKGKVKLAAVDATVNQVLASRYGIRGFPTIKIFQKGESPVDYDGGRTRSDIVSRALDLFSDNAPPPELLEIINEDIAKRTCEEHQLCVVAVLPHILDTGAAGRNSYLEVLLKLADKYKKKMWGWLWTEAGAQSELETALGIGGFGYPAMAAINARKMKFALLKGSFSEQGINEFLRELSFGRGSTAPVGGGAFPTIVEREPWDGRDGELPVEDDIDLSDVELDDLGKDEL
INS-1E GSIS act: primary screen for activators of insulin secretion dependent on glucose, INS-1E cells, GLuc reporter luminescence | INS-1E GLuc reporter insulin secretion, 2-3 h | activation, % at 16.6 µM | actives 0.61% (n = 370,000) | AID 743287;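 active = lowest replicate activation of at least 40%, so every replicate reaches that level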;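 also: 0% = median of neutral control wells and 100% = median of IBMX positive control wells; some compounds called inactive have numbers as strong as hits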
PAX8 reporter: PAX8 transcriptional activity inhibition; actives 1.2% (n = 360,000); RMG-I TPO-luciferase reporter, SteadyGlo, 24 h; AID 652154; inhibition, % at 12.6 µM;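 active = mean replicate inhibition at least 60% with every replicate also reaching 60%; inconclusive = only one of the two criteria is met; inactive = mean below 60% and not all replicates reaching 60%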;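 also: luciferase light reporting Pax8 driven TPO promoter activity; plate controls were median of neutral control wells for no effect and mitoxantrone controls for full effect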
F508del corr: correctors of CFTR F508del function in bronchial epithelial cells | activity (quench increase), % at 7.58 µM | CFBE cells, YFP halide quenching; stimulated with forskolin plus potentiator P3; % fluorescence drop versus neutral controls | actives 0.36% (n = 350,000);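 active = mean added fluorescence quench of at least 8% versus neutral control, with both replicates also reaching 8%; inconclusive = only one of the mean or replicate conditions met; inactive = mean below 8% and not both replicates reaching 8%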;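 also: cells transiently co-express mutant CFTR-F508del with the halide-sensitive YFP; corrector assay measuring rescue of mutant channel to the surface after 24 h compound exposure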
* marks the source's active call; other numbers are inactive results; ? = inconclusive; / = no result given; & = joins results of further samples.

SMILES | Xi reactivation | DENV2 CPE | EWS-Fli inh | ARNT TACC3 PPI | ERp5 inh | INS-1E GSIS act | PAX8 reporter | F508del corr
O=C(O)C(O)c1ccccc1 (stereo not drawn) | -0.3&-0.2 | 2&4 | 1&-2 | 1&-3 | -2&1 | 5&2 | -12&10 | 0.8&0.2
CCc1cccc(NC(=O)CCCN2C(=O)C(c3ccccc3)Oc3cccnc32)c1 (stereo not drawn) | 0.0 | 4 | / | -1 | 0 | -15 | 9 | -0.2
O=C(COc1ccc2c(-c3ccccc3)cc(=O)oc2c1)N1C[C@H]2C[C@@H](C1)c1cccc(=O)n1C2 | / | -12 | 10 | / | 10 | / | / | 0.2
Cc1nnc(NC(=O)C2CCN(S(=O)(=O)c3ccc(F)c(F)c3)CC2)o1 | 1.6 | -3 | -5 | 33 | 5 | 5 | -8 | -3.1
C[C@@H]1CCCCO[C@H](CN(C)S(=O)(=O)c2ccccc2)[C@@H](C)CN([C@H](C)CO)C(=O)c2cc(NC(=O)CCCN(C)C)ccc2O1 | 0.1 | 11 | -12 | -7 | 1 | 25 | 5 | 5.4
COc1ccc(C(=O)NNC(=S)NC(=O)C(C)(C)C)cc1 | 0.0 | -6 | -5 | 29 | 1 | -13 | 16 | 1.2
N#Cc1nc(Cc2ccccc2)oc1NCCCn1ccnc1 | / | -4 | -10 | 5 | 0 | -6 | / | 2.2
C/C(=N\NC(=S)NC1CCCCC1)c1ccc(Cl)c(Cl)c1 | 0.5 | 12 | 3 | 20 | -3 | 9 | -5 | -2.8
C[C@H]1CN([C@@H](C)CO)S(=O)(=O)c2ccc(-c3ccc(C#N)cc3)cc2O[C@H]1CN(C)C(=O)Nc1cc(F)ccc1F | 0.4 | -9 | 24 | -11 | -6 | -10 | 9 | 4.1
O=C(NC1Cc2ccccc2C1)[C@@H]1[C@@H](CO)[C@@H]2Cn3c(ccc(C4=CCCCC4)c3=O)[C@@H]2N1CC1CC1 | 0.0 | -4 | / | / | -5 | -14 | 4 | 0.6
CCC(C)C(NC(=O)OC(C)(C)C)C(=O)NC(C)C(N)=O (stereo not drawn) | 0.0 | -1 | 8 | -2 | -7 | -9 | 7 | -0.8
O=C(c1ccc(F)cc1)N1CCCCN2[C@@H](CO)[C@@H](c3ccc(-c4ccccc4)cc3)[C@@H]2C1 | 0.1 | 1 | 2 | 0 | 2 | -22 | 3 | -5.5
COc1cccc(N/C(SCc2cccc([N+](=O)[O-])c2)=C(/C#N)C(=O)NCc2cccs2)c1 | 0.0 | -4 | 3 | -13 | 2 | 4 | 33 | 4.1
CN(C)CCN(C(=O)C1CCN(S(=O)(=O)c2cccs2)CC1)c1nc2c(F)cccc2s1 | 0.4 | -5 | -7 | 14 | 6 | 4 | -3 | -2.7
O=C(O)C1CCC(=O)N1C1c2ccccc2Oc2ccccc21 (stereo not drawn) | 0.2 | 13 | -5 | -1 | 1 | 23 | -5 | -0.3
Cc1ccc(C(=O)Nc2nc(-c3ccccn3)cs2)s1 | 0.4 | 10 | -33 | 54* | -3 | / | 43 | 4.8
Cc1nnc(NCC=Cc2ccccc2)s1 | 0.0 | -5 | -3 | / | 1 | 1 | 8 | 2.8
COc1ccc(NC(=O)CN(C)C(=O)c2cccnc2Sc2ccc(C)c(C)c2)cc1 | 0.0 | -3 | 5 | 1 | 6 | -41 | -2 | 3.1
COc1ccc(-c2ccnc3[nH]n(-c4ccccc4)c(=O)c23)cc1 | 0.3 | 5 | -3 | -6 | 1 | 2 | -3 | -0.7
COC(=O)c1ccc(C(=O)Nc2ccc3nc(-c4ccncc4)[nH]c3c2)cc1 | -0.1 | -4 | 7 | -9 | 5 | -7 | 41 | -4.6
CN(C)C(=O)C(Sc1ccc(S(=O)(=O)N2CCCC2)cn1)c1ccccc1 (stereo not drawn) | -0.1 | -8 | -1 | 15 | -1 | -8 | 14 | 1.9
Cc1ccccc1C(C)(O)c1cnc(C)n1Cc1ccccc1 (stereo not drawn) | 0.0 | 1 | 3 | / | -3 | 7 | 7 | 1.0
COc1ccccc1CCn1cnc(-c2ccc(F)cc2)c1CC(C)C | 0.0 | 16 | 28 | / | 2 | 120* | 2 | 4.1
CC(Oc1ccc2cc(-c3ccccc3)c(=O)oc2c1)C(=O)NCC1CCC(C(=O)O)CC1 (stereo not drawn) | / | -11 | -12 | 11 | -1 | 1 | / | -5.5
CCc1ccc(NC(=O)c2cnc(SC)nc2C)cc1 | 0.2 | 4 | -29 | -6 | 4 | -14 | -20 | 1.3
C[C@H]1CCCCO[C@H](CN(C)S(C)(=O)=O)[C@@H](C)CN([C@@H](C)CO)C(=O)c2cc(NC(=O)NC3CCCCC3)ccc2O1 | 0.2 | 4 | -5 | -4 | -14 | 1 | -8 | -4.0
O=S(=O)(c1cccc2nsnc12)N1CCNCC1 | 0.4 | 6 | 0 | -1 | 4 | -15 | 4 | 0.7
CC(C)n1cc(C(=O)c2ccccc2O)cc(C#N)c1=O | 0.9 | 7 | 7 | -9 | -1 | -1 | 27 | 0.1
C[C@H](CO)N1C[C@H](C)[C@@H](CN(C)C)Oc2ncc(-c3cccc(C#N)c3)cc2C1=O | 0.5 | -3 | -10 | 5 | 1 | 11 | / | -0.4
CC(C)c1ccc(NC(=O)CNC(=O)Cn2cnc3ccccc3c2=O)cc1 | 0.0 | 10 | -3 | -3 | 7 | -6 | -4 | 2.9
c1ccc(CNc2ncnc3c2cnn3Cc2ccccc2)cc1 | / | 5 | 44 | -15 | 0 | -20 | / | 5.8
CN(CC(=O)Nc1ccccc1Cl)C(=O)CSc1nncs1 | -0.7 | -10 | 2 | / | -4 | 7 | -14 | -1.5
C[C@@H]1CN([C@H](C)CO)C(=O)c2cc(N(C)C)ccc2O[C@@H]1CN(C)S(=O)(=O)c1ccccc1 | 0.3 | -1 | -3 | -3 | -2 | 18 | 9 | -0.7
CC(C)CN(C(=O)CCC1CCCCC1)c1c(N)n(CC(C)C)c(=O)[nH]c1=O | 0.0 | -7 | -4 | -3 | -1 | 20 | 13 | 1.9
Cc1ccc(Cl)cc1-c1cc(C(=O)NCc2ccco2)[nH]n1 | 0.1 | 4 | 6 | / | -4 | -17 | -14 | -1.6
C[C@@H]1CN([C@@H](C)CO)C(=O)Cc2cc(NS(=O)(=O)c3cn(C)cn3)ccc2O[C@H]1CN(C)S(=O)(=O)c1ccccc1 | -0.6 | -4 | 4 | -7 | 24 | 3 | 4 | 1.3
COC(=O)/C(=C\Nc1ccc(Oc2ccc(F)cc2F)nc1)NC(=O)c1ccccc1 | 0.2 | -4 | 3 | / | 0 | 0 | 9 | 0.1
O=[N+]([O-])c1cc2c(ccc3occc32)o1 | -0.1 | 2 | 37 | / | -2 | -4 | 107* | -1.6
C[C@@H]1CN([C@H](C)CO)C(=O)c2cc(NC(=O)c3ccccc3)ccc2O[C@@H](C)CCCCO[C@@H]1CN(C)C(=O)Nc1cccc2ccccc12 | 0.1 | -19 | 21 | 2 | 0 | 27 | 7 | -3.0
O=C(COC(=O)CCN1C(=O)C2CC=CCC2C1=O)NCCc1ccc(F)cc1 (stereo not drawn) | 0.5 | ? | 8 | -1 | -6 | -42 | -2 | -4.3
O=C(CN1c2ccccc2Sc2ccccc21)NNC(=S)Nc1ccc(Cl)cc1 | 0.3 | -2 | 13 | 0 | 4 | -17 | 11 | 3.4
C[C@@H]1CN([C@@H](C)CO)C(=O)Cc2cc(NC(=O)CCCN(C)C)ccc2O[C@H]1CN(C)S(=O)(=O)c1ccccc1 | -0.8 | 16 | 0 | 0 | -1 | 16 | -13 | -6.5
CCNC(=O)C1(C)CCCN(C(=O)c2cc(-c3cccs3)oc2C)C1 (stereo not drawn) | -0.1 | -5 | -11 | / | 0 | -12 | -1 | -2.0
CCC(C(=O)NC(C)(C)C)n1c(C(c2ccccc2)c2ccccc2)nc2ccccc21 (stereo not drawn) | 0.2 | -10 | -10 | / | -2 | -9 | 4 | 1.1
C[C@H](CO)N1C[C@H](C)[C@H](CN(C)C(=O)Cc2ccncc2)Oc2cc(C#CC3(O)CCCC3)ccc2S1(=O)=O | -0.3 | 6 | 1 | -8 | -2 | 6 | 3 | -3.0

As a working copy, part of the list above.
SMILES | Xi reactivation | DENV2 CPE | EWS-Fli inh | ARNT TACC3 PPI | ERp5 inh | INS-1E GSIS act | PAX8 reporter | F508del corr
CCNC(=O)C1(C)CCCN(C(=O)c2cc(-c3cccs3)oc2C)C1 (stereo not drawn) | -0.1 | -5 | -11 | / | 0 | -12 | -1 | -2.0
CCC(C(=O)NC(C)(C)C)n1c(C(c2ccccc2)c2ccccc2)nc2ccccc21 (stereo not drawn) | 0.2 | -10 | -10 | / | -2 | -9 | 4 | 1.1

New compounds follow
SMILES | Xi reactivation | DENV2 CPE | EWS-Fli inh | ARNT TACC3 PPI | ERp5 inh | INS-1E GSIS act | PAX8 reporter | F508del corr
COc1ccc(CCNC(=O)C2CCC(=O)N2Cc2ccccc2Cl)cc1OC (stereo not drawn) | 0.1 | 0 | -7 | 5 | 6 | 4 | -15 | 3.7
O=C1S/C(=C\c2ccccn2)C(=O)N1Cc1ccccc1F | -0.1 | / | / | 1 | / | 15 | -17 | /
C[C@H](CO)N1C[C@H](C)[C@H](CN(C)S(=O)(=O)c2ccc(Cl)cc2)Oc2ccc(NC(=O)Nc3ccc(F)cc3)cc2C1=O | 0.0 | 10 | -3 | 11 | -2 | -23 | 19 | -0.6
CCn1cc([N+](=O)[O-])c(C(=O)Nc2ccn(C34CC5CC(CC(C5)C3)C4)n2)n1 | 0.0 | / | / | 1 | / | -1 | 11 | /
S=c1[nH]nc(-c2cccnc2)n1/N=C/C=C/c1ccco1 | -0.1 | ? | -9 | 13 | 0 | -3 | -6 | -0.8
O=C(CSc1ccccn1)Nc1cccc(NC(=O)CSc2ccccn2)n1 | / | -7 | -9 | -2 | -1 | -5 | / | -0.7
COc1ccc2c3c(n(C)c2c1)[C@H](CO)N(C(=O)c1ccc(F)cc1)CC31CCN(C)CC1 | 0.0 | 6 | -5 | / | -6 | 21 | / | -1.5
CC1(C)OC2C(O1)[C@@H](CO)O[C@H]2n1cnc2c(N)ncnc21 (stereo partly drawn) | 0.0 | -6 | -6 | 0 | 3 | -14 | -76 | 0.0
O=C(C1CCCCC1)N1CC2(C1)[C@H](c1ccccc1)[C@@H](CO)N2Cc1nccs1 | 0.0 | 10 | 6 | / | -3 | -10 | / | 0.6
O=C1CN(C(=S)Nc2ccc(OC(F)F)cc2)CCN1 | 0.0 | -1 | 14 | -5 | 4 | 9 | 13 | -0.4
COc1ccc(C(=O)CNc2ccccc2Br)cc1 | -0.1 | -2 | -94 | -4 | -4 | -8 | -26 | 0.4
O=C(O)c1ccc(Cn2cc(/C=C\[N+](=O)[O-])c3ccccc32)o1 | -0.1 | 1 | 21 | 2 | 3 | -16 | 22 | -1.5
O=C(C[C@@H]1C[C@@H]2c3cc(NC(=O)Nc4ccc(C(F)(F)F)cc4)ccc3O[C@@H]2[C@@H](CO)O1)NCc1cc(F)ccc1F | 0.2 | -1 | -2 | -4 | 1 | 17 | 25 | -0.9
CCOc1ccc(N(CC(=O)OC)S(=O)(=O)c2ccc3c(c2)n(C)c(=O)c(=O)n3C)cc1 | 0.1 | 6 | 24 | 2 | 6 | 1 | 4 | 0.1
C[C@H](CO)N1C[C@H](C)[C@@H](CN(C)Cc2ccc(-c3ccccc3)cc2)Oc2ccc(NC(=O)Nc3ccccc3)cc2C1=O | 0.0 | -12 | 0 | 1 | -3 | -4 | -7 | -0.1
